TRb-SRC2 inh: TRbeta-SRC2 interaction inhibition. P10828. TRbeta-SRC2 peptide binding, fluorescence polarization; receptor liganded with 1 µM T3. Potency, µM (series often up to 106 µM), for inactives: top-dose activity change, negative = inhibition, hits mostly inhibitors. actives 0.065% (n = 280,000). AID 1469; active means well fitted inhibition curve with a large enough effect; inconclusive means small, poorly fitted or top-dose-only effect, or effect the other way;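 further: plate controls were bound peptide for no effect and peptide without receptor for full effect; nearly all actives have a fitted effect of over 50% in size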
Target sequence (P10828 whole entry, looked up): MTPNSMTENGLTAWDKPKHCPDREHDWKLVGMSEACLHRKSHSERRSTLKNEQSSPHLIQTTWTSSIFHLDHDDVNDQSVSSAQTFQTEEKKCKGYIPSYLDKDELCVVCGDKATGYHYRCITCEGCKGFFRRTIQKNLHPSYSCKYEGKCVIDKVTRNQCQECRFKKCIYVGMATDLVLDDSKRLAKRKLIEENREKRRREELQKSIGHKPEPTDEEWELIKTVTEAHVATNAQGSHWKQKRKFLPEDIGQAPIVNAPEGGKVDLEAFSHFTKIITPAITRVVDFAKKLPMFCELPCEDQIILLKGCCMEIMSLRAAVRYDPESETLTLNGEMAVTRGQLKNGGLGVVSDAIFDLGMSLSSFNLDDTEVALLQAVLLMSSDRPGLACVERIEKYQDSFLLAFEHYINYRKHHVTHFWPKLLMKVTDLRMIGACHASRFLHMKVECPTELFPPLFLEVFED
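Quantitative HTS by FP: 0.6 uM TRb LBD, 20 nM labeled SRC2 20-mer, 1 uM T3, 5% DMSO; 5 hr ambient incubation; % activity per concentration and potencies from concentration series.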
TexasRed fluor: Texas Red fluorescence interference in TRb-SRC2 counter-screen. TRb/SRC2 Texas Red total fluorescence interference. actives 0.29% (n = 280,000). Potency, µM (series often up to 106 µM), for inactives: top-dose fluorescence change, negative = quenching; active means well fitted curve in either direction with a large enough effect; inconclusive means small, poorly fitted or top-dose-only effect
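Human TRb ligand-binding domain at 0.6 uM with 20 nM Texas Red SRC2 peptide in Tris buffer containing 1 uM T3 and 5% DMSO, incubated with compound 5 h at ambient temperature. Total fluorescence (555/632 nm) calculated as parallel + 2 × perpendicular.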
* = called active by the depositor; ? = inconclusive. Unless noted, on the % scale 0 is the no-effect control and ±100 the full control effect; potency means the concentration at half of the fitted maximal effect.

(1) CCc1cccc(NC(=O)Cn2c(-c3ccc(F)cc3)cc(C(C)=O)c2C)c1
(2) CC(=O)Nc1ccc(S(=O)(=O)N2CCC(c3ccncc3)CC2)cc1
(3) CCCN1C(=O)C(O)(CC(=O)c2ccc(CC)cc2)c2cc(Br)ccc21 (centres undefined)
(4) CCCNC(=O)C1CCC(Cn2c(=O)c3sccc3n(Cc3ccccc3C)c2=O)CC1 (centres undefined)
(5) CCOc1ccccc1NC(=O)Nc1ccccc1OCc1cc(=O)n2ccccc2n1
(6) COC(=O)c1c(-c2ccc(Cl)cc2)noc1N1CCN(c2cccc(C(F)(F)F)c2)CC1
(7) COc1ccc(CNC(=O)CCS(=O)(=O)c2ccc3c(c2)oc(=O)n3C)cc1
(8) Cc1ccccc1CNC(=O)C(=O)NCC(c1ccco1)S(=O)(=O)c1cccs1 (centres undefined)

assay / entry	1	2	3	4	5	6	7	8
TexasRed fluor	-3%	-3%	-1%	-2%	-3%	1%	-6%	0%
TRb-SRC2 inh	1%	-6%	-5%	9%	-2%	-1%	6%	-6%

(9) COc1ccccc1NC(=O)C1=C(C)Nc2ncnn2C1c1sccc1C (centres undefined)
(10) COc1ccc(CNC(=O)CSc2ncc3c(n2)-c2ccc(Cl)cc2N(Cc2ccccc2)S3(=O)=O)cc1
(11) CCOc1ccc(CNC(=O)c2cc(=O)[nH]c3ccc(S(=O)(=O)N4CCCC4)cc23)cc1
(12) Cc1nn(CCC(=O)N2CCN(c3ccccc3F)CC2)c(C)c1S(=O)(=O)N1CCCC1
(13) Cc1ccc2nc(CSc3nnc(NC(=O)C(C)C)s3)cc(=O)n2c1
(14) O=C(CN1CCSc2ccccc21)NCc1ccccc1F
(15) CCCCn1c(SCC(=O)c2ccccc2)nc2c(sc3ccccc32)c1=O
(16) COc1cccc(C2C(C(=O)Nc3ccc(C)cc3C)=C(C)Nc3c(C(=O)Nc4cccc(C)c4)cnn32)c1OC (centres undefined)

assay / entry	9	10	11	12	13	14	15	16
TexasRed fluor	0%	0%	-1%	-2%	-1%	-4%	-20%	-2%
TRb-SRC2 inh	-3%	-1%	-6%	0%	4%	1%	2%	0%

(17) CCOC(=O)c1ccccc1NC(=O)COC(=O)CC(C)(C)CC1=NS(=O)(=O)c2ccccc2N1
(18) Cc1ccccc1OCC(=O)OCc1cc(=O)n2nc(-c3cccs3)sc2n1
(19) COc1ccc(NC(=O)CN(C)S(=O)(=O)c2ccc3[nH]c4c(c3c2)CCCC4)cc1OC
(20) Cc1ccc2nc(N3CCN(C(=O)C4COc5ccccc5O4)CC3)sc2c1 (centres undefined)
(21) CCOC(=O)C1CCN(C(c2ccccc2)c2c(O)cc(C)n(Cc3ccco3)c2=O)CC1 (centres undefined)
(22) CCN1CCN(C(c2ccc(F)cc2)c2c(O)cc(C)n(CCOC)c2=O)CC1 (centres undefined)
(23) O=C1CCSC2(C(=O)N(Cc3ccc(F)cc3)c3ccccc32)N1c1ccc(F)c(F)c1 (centres undefined)
(24) CCOC(=O)c1c(S(=O)(=O)N2CCN(c3cccc(C(F)(F)F)c3)CC2)c(C)n(C)c1C

assay / entry	17	18	19	20	21	22	23	24
TexasRed fluor	2%	-4%	0%	-1%	-1%	0%	-6%	-4%
TRb-SRC2 inh	-1%	-3%	0%	-4%	3%	5%	11%	2%

(25) Cc1ccc2nc(CN3CCN(C(=O)Nc4cccc(C)c4C)CC3)oc2c1
(26) COc1ccc(OC)c(-n2cnc3cc(C(=O)NC4CCCCCC4)ccc32)c1
(27) CCCCc1ccc(NC(=O)CSc2nc(=O)[nH]c3c2CCCC3)cc1
(28) CCN1CCN(Cc2c(O)ccc3c(C)c(-c4ccccc4)c(=O)oc23)CC1
(29) COC(=O)CN1C(=O)CSc2ccc(S(=O)(=O)Nc3ccc(C)c(Cl)c3)cc21
(30) COc1ccc(N2CC(NC(=O)c3ccc(OC(C)C)cc3)CC2=O)cc1 (centres undefined)
(31) Cc1nnc(N2CCCC(C(=O)NCCc3ccc(Cl)cc3)C2)c2nn(-c3ccccc3)c(C)c12 (centres undefined)
(32) O=C(C1CCC1)N1CCCc2cc(S(=O)(=O)Nc3ccc(F)cc3)ccc21

assay / entry	25	26	27	28	29	30	31	32
TexasRed fluor	0%	0%	0%	1%	-2%	0%	-1%	-7%
TRb-SRC2 inh	4%	1%	2%	-12%	0%	-6%	-7%	3%

(33) Cc1ccc(CNC(=O)c2c(C)oc3ncnc(N4CCOCC4)c23)cc1
(34) Cc1cc(C)c2c(=O)cc(CSc3n[nH]c(C)n3)[nH]c2c1
(35) COc1ccccc1NC(=O)C1=C(C)Nc2c(C(=O)Nc3cccc(C)c3)cnn2C1c1ccccc1C (centres undefined)
(36) COc1ccc(S(=O)(=O)c2c(SC)nn(CC(=O)Nc3ccc(C)c(Cl)c3)c2N)cc1
(37) Cc1ccc(-n2ncc(C(=O)NCCN3CCN(C)CC3)c2C2CCN(C(=O)OC(C)(C)C)CC2)cc1C
(38) COc1cc(C(=O)N2CCc3c([nH]c4ccccc34)C2c2ccc(F)cc2)cc(OC)c1OC (centres undefined)
(39) Cc1nc2cccnc2n1-c1cccc(C(=O)N2CCN(c3cccc(Cl)c3)CC2)c1
(40) COc1ccc(-c2cnn3c(C)cc(C)nc23)cc1OC

assay / entry	33	34	35	36	37	38	39	40
TexasRed fluor	?	0%	2%	-2%	-3%	1%	1%	-1%
TRb-SRC2 inh	-1%	-8%	-5%	-2%	0%	-2%	-4%	12%

(41) Cc1noc2ncnc(N3CCCC(C(=O)Nc4cccc(C(F)(F)F)c4)C3)c12 (centres undefined)
(42) Cc1c(C(=O)NCc2cccc(Cl)c2)sc2nc[nH]c(=O)c12
(43) O=C(Nc1ccc(F)cc1F)c1cnn(-c2ccc(F)cc2)c1-n1cccc1
(44) COc1ccc(N2CC(NC(=O)C(c3ccccc3)c3ccccc3)CC2=O)cc1OC (centres undefined)
(45) Cc1ccc(N2CCN(C(=O)c3cnc(N4CCCCC4)c4ccccc34)CC2)c(C)c1
(46) CCc1ccccc1NC(=O)CN1C(=O)CCn2nc(-c3cccn3C)cc21
(47) Cc1cc(C(=O)Nc2cccc(C)c2C)c2c(C)nn(-c3cccc(F)c3)c2n1
(48) Cc1ccc(C)c(N2CCN(C(=O)C3CCN(S(=O)(=O)c4ccc5[nH]c(=O)oc5c4)CC3)CC2)c1

assay / entry	41	42	43	44	45	46	47	48
TexasRed fluor	-5%	-4%	0%	0%	-1%	2%	4%	0%
TRb-SRC2 inh	10%	-3%	-2%	0%	-9%	3%	4%	-1%

(49) O=C(CCC(=O)N1Cc2ccccc2Oc2ncccc21)Nc1ccc(Cl)cc1
(50) CCc1ccc(NC(=O)CC2C(=O)N(c3cccc(C)c3)C(=O)N2Cc2ccco2)cc1 (centres undefined)
(51) COc1ccc(C(=O)CN2C(=O)N(c3cc(C)ccc3C)S(=O)(=O)c3ccccc32)cc1
(52) CCOc1ccc(CCNC(=O)C2Cc3ccccc3N2C(=O)CC)cc1OCC (centres undefined)
(53) COCCCNC(=O)CSc1nc2c(sc3ccccc32)c(=O)n1CCc1ccccc1
(54) CC(C)(C)C(=O)Nc1cccc(C(=O)OCc2cc(=O)n3nc(C4CCCCC4)sc3n2)c1
(55) Cc1ccc(CNC(=O)c2ccc(CSCc3ccc(C)cc3)o2)cc1
(56) Cc1nn(C(=O)c2ccc(Cl)cc2)c(C)c1S(=O)(=O)N1CCCCCC1

assay / entry	49	50	51	52	53	54	55	56
TexasRed fluor	-30%	0%	2%	-1%	-8%	0%	-2%	-5%
TRb-SRC2 inh	5%	4%	-3%	1%	6%	5%	-3%	-1%

Four entries out of the list, ordered by heavy-atom count, rising:
(49) O=C(CCC(=O)N1Cc2ccccc2Oc2ncccc21)Nc1ccc(Cl)cc1
(52) CCOc1ccc(CCNC(=O)C2Cc3ccccc3N2C(=O)CC)cc1OCC (centres undefined)
(51) COc1ccc(C(=O)CN2C(=O)N(c3cc(C)ccc3C)S(=O)(=O)c3ccccc32)cc1
(54) CC(C)(C)C(=O)Nc1cccc(C(=O)OCc2cc(=O)n3nc(C4CCCCC4)sc3n2)c1

assay / entry	49	52	51	54
TexasRed fluor	-30%	-1%	2%	0%
TRb-SRC2 inh	5%	1%	-3%	5%

Following part.
(57) CCN(CC)S(=O)(=O)c1ccc(C(=O)NC2CC(=O)N(c3ccc4c(c3)OCCO4)C2)cc1 (centres undefined)
(58) CCc1ccc(NC(=O)Cn2nnc(C(=O)NCc3ccc(C)cc3)c2N)cc1
(59) CCC(Oc1ccccc1-c1nnc(-c2ccccc2)o1)C(=O)Nc1ccc(C(C)=O)cc1 (centres undefined)
(60) COc1ccc(CNC(=O)c2cnc3sc(N4CCCCCC4)nn3c2=O)cc1
(61) CCOc1cccc(CNC(=O)c2ccc(N3CCCC3)c(NC(=O)NCc3ccc(F)cc3)c2)c1
(62) CCN(CC)c1ncnc2c1cnn2-c1cc(Cl)ccc1C
(63) Cc1cn2c(=O)cc(COC(=O)c3cccc(NC(=O)COc4ccc(Cl)cc4)c3)nc2s1
(64) Cc1cccc(-n2c(=O)c3c(c4cc(C)ccc4n3C)n(CC(=O)Nc3ccc(C)c(C)c3)c2=O)c1

assay / entry	57	58	59	60	61	62	63	64
TexasRed fluor	-1%	-6%	0%	1%	-1%	-2%	-3%	-1%
TRb-SRC2 inh	1%	2%	-2%	0%	0%	0%	3%	-10%

(65) CCOc1ccc(CNC(=O)Cc2ccc(NC(=O)N3CCSc4ncccc43)cc2)cc1
(66) Cc1cc(NC(=O)CSc2nc3c([nH]c4ccccc43)c(=O)n2-c2ccccc2F)no1
(67) O=c1cc(-c2ccccc2)n2c(SCc3ccc(F)cc3)nnc2[nH]1
(68) CCOc1ccc(CNC(=O)Cn2nc(N3CCN(c4ccccc4)CC3)ccc2=O)cc1
(69) O=C(NCc1cccc(Br)c1)C1CCCCN1S(=O)(=O)c1ccc(F)cc1 (centres undefined)
(70) CCc1ccccc1NC(=O)CSc1nc2ncccc2o1
(71) CCOc1cc(C(=O)NCc2ccc3c(c2)CCN3C(=O)c2ccc(F)cc2)cc(OCC)c1OCC
(72) CCc1ccccc1NC(=O)Cn1nnc(-c2nc(-c3ccncc3)no2)c1N

assay / entry	65	66	67	68	69	70	71	72
TexasRed fluor	-3%	3%	0%	-1%	2%	-20%	?	-1%
TRb-SRC2 inh	-1%	8%	1%	0%	11%	0%	-11%	1%

(73) Cc1ccc(CNC(=O)C(=O)NCC(c2cccs2)S(=O)(=O)c2cccs2)cc1 (centres undefined)
(74) COc1ccc(OC)c(/C=C/c2nc3ccccc3c(=O)n2-c2ccc(F)c(Cl)c2)c1
(75) COc1ccc(-n2c(=O)c3c4c(sc3n(Cc3c(F)cccc3Cl)c2=O)CN(C(C)=O)CC4)cc1OC
(76) COc1cc(NC(=O)CN2C(=O)c3ccccc3Sc3ccc(C(=O)N4CCCC4)cc32)cc(OC)c1
(77) O=C(NCCc1ccc(Cl)cc1)c1cc(-c2ccc(Cl)cc2)n[nH]1
(78) O=c1c2cc3c(cc2n(Cc2cccc(F)c2)c(=O)n1Cc1nc(-c2ccccc2)no1)OCO3
(79) COCc1cc(C)nc2c1C(=O)NC(c1ccc(C)cc1)N2Cc1ccccc1 (centres undefined)
(80) COc1ccc(C(=O)c2cn(CC(=O)Nc3cc(C)ccc3C)c3nc(C)ccc3c2=O)cc1

assay / entry	73	74	75	76	77	78	79	80
TexasRed fluor	-1%	-2%	-1%	6%	-1%	0%	-1%	2%
TRb-SRC2 inh	-4%	4%	6%	10%	5%	-8%	4%	4%

(81) O=S(=O)(NCCc1csc2nc(-c3ccccc3)nn12)c1ccc(Oc2ccccc2)cc1
(82) O=C(CCC(=O)N1CC2CCCN2c2ccccc21)NCc1ccccc1 (centres undefined)
(83) CC(C)c1ccc(NC(=O)c2ccc(F)c(S(=O)(=O)N3CCCCCC3)c2)cc1
(84) Cc1ccc(Cn2ccnc2SCC(=O)Nc2ccc3c(c2)OCO3)cc1
(85) CCCOc1ccc(-c2cccc(NS(=O)(=O)c3ccc(CC)cc3)c2)nn1
(86) CCOC(=O)c1c(NC(=O)CS(=O)(=O)c2ccc(Cl)cc2)sc2c1CCCC2
(87) COc1ccc(N2CCN(C(=O)c3nn(-c4ccc(C)cc4)c(=O)n(C)c3=O)CC2)cc1
(88) COc1cccc(CSc2nc3ccccc3c3nc(CCn4c(C)nc5ccccc54)nn23)c1
(89) CCn1c2c(c(=O)n3ncc(C(=O)N4CCN(c5ccccc5)CC4)c13)CN(Cc1ccc(OC)cc1)CC2
(90) O=C(NCCN1CCN(c2ccccc2F)CC1)C1COc2ccccc2C1 (centres undefined)

assay / entry	81	82	83	84	85	86	87	88	89	90
TexasRed fluor	-1%	-3%	1%	-1%	-5%	0%	-5%	-2%	1%	0%
TRb-SRC2 inh	0%	-6%	5%	4%	1%	-12%	5%	0%	6%	6%

Screens deposited in PubChem BioAssay by National Center for Advancing Translational Sciences (NCATS).

The list is partial; rates above refer to the full screens.
